# Assay outcomes (PubChem BioAssay)
# BAZ2B inh = BAZ2B (human) inhibition. Q9UIF8. AID 504333. 360,000 tested, 4.4% active. AlphaScreen BAZ2B-H3K14Ac peptide displacement. Potency, µM (highest dose often 114 µM), without a hit: at the top dose activity change, negative = inhibition, hits mostly inhibitors; also: % is scaled to controls: 0 for no effect and ±100 for the full control effect; nearly all actives have a fitted effect of over 60% in size
#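 Multi-concentration screen (max 110 uM) measuring displacement of acetylated histone H3 peptide from BAZ2B by AlphaScreen, using 50 nM protein, 50 nM peptide and 10 ug/mL streptavidin donor plus Ni-chelate acceptor beads.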
# POLI inh = inhibitors of human DNA polymerase iota; AID 588590; Potency, µM (series often up to 115 µM), inactives show top-dose activity, negative = inhibition, actives largely listed as inhibitors; Pol iota fluorescent replication assay, 10 min; 390,000 tested, 1% active; Q9UNA4
# Target sequence (Q9UNA4 whole entry, looked up): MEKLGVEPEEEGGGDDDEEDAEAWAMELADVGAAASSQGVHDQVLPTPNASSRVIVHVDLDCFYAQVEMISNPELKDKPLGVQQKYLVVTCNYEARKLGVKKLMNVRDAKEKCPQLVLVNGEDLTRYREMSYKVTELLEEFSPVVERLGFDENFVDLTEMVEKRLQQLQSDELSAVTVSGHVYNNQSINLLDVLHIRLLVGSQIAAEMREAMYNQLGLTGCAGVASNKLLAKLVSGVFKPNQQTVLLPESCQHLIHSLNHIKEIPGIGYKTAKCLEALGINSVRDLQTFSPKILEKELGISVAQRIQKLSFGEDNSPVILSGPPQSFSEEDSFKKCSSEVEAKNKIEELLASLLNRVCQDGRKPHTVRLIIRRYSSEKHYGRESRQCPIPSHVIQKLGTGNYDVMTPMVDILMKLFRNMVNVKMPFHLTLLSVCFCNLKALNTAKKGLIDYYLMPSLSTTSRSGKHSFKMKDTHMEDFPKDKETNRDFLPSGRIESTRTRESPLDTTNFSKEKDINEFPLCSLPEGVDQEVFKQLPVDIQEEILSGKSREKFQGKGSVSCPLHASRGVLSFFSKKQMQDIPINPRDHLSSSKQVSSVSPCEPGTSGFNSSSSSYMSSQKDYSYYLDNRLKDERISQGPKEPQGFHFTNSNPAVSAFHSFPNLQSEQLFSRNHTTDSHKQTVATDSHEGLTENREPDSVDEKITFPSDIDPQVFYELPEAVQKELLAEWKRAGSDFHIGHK
#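 Pol iota at 10 nM preincubated 15 min with compounds at room temperature; reaction started with fluorescent substrate, 50 nM final. Fluorescence read kinetically at 0 and 10 min; buffer-only wells as negative control.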
# Anesthetic bind = candidate novel general anesthetic via apoferritin binding. apoferritin/1-aminoanthracene competitive binding, fluorescence. Potency, µM (top dose mostly 77.5 µM), for inactives: at the highest dose activity change, negative = displacement, most hits filed as inhibitors. 350,000 tested, 0.074% active. AID 485281; also: % is scaled to controls: 0 for no effect and ±100 for the full control effect; nearly all actives have a fitted effect of over 20% in size
#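 Probe: 1-aminoanthracene (50% saturated, PBS). Protein: horse-spleen apoferritin, 10 uM. Incubation: 10 min, room temperature. Detection: 380 nm excitation, 535 nm emission. Analysis: normalized response, four-parameter Hill.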
# APE1 inh = APE1 (human) endonuclease inhibition; recombinant APE1, TAMRA/BHQ-2 abasic DNA cleavage fluorescence; Potency, µM (series often up to 65.8 µM), for the others: top-dose activity change, negative = inhibition, actives largely listed as inhibitors; 350,000 tested, 0.35% active; AID 2517;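 also: plate controls were vehicle for no effect and reference inhibitor for full effect; nearly all actives have a fitted effect of over 55% in size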
#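 Enzyme (0.75 nM final) and test compound are incubated 15 min at room temperature before adding 50 nM quenched THF abasic-site duplex. Cleavage dequenches TAMRA, followed at 525/598 nm over three reads one minute apart.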
# POLB inh = inhibitors of human DNA polymerase beta. P06746. 340,000 tested, 1.3% active. AID 485314. Pol beta primer extension/strand displacement, fluorescence kinetic. Potency, µM (doses to about 114 µM), inactives show at the highest dose activity change, negative = inhibition, most hits filed as inhibitors; also: % is scaled to controls: 0 for no effect and ±100 for the full control effect
#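 Values derive from four-parameter Hill fits of normalized kinetic data: reads at 0 and 10 min following addition of 50 nM substrate to 10 nM Pol beta preincubated 15 min with compound.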
# Pol eta inh = inhibitors of human DNA polymerase eta | Q9Y253 | recombinant Pol eta, fluorescent DNA replication assay | Potency, µM (doses to about 114 µM), without a hit: at the highest dose activity change, negative = inhibition, usual class: inhibitors | 390,000 tested, 1.2% active | AID 588591; also: % is scaled to controls: 0 for no effect and ±100 for the full control effect
#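 Pol eta at 10 nM preincubated with compounds 15 min at room temperature; reaction started with fluorescent substrate (50 nM final) and read kinetically at 0 and 10 min.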
# POLK inh = DNA polymerase kappa (human) inhibition; Q9UBT6; purified Pol kappa, fluorescent DNA synthesis assay, 10 min; Potency, µM (top dose mostly 107 µM), for inactives: at the highest dose activity, negative = inhibition, hits mostly inhibitors; 400,000 tested, 0.53% active; also: % is scaled to controls: 0 for no effect and ±100 for the full control effect
#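 Pol kappa 10 nM + cpd, 15 min RT; start w/ substrate 50 nM final; fluorescence kinetic read, 0 and 10 min. Neg ctrl: buffer, no enzyme.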
# G9a block = inhibitors of human histone lysine methyltransferase G9a. Q96KQ7. G9a H3K9 monomethylation, AlphaScreen, 2 h. Potency, µM (series often up to 102 µM), for inactives: at the highest dose activity, negative = inhibition, most hits filed as inhibitors. 350,000 tested, 8.8% active; also: % is scaled to controls: 0 for no effect and ±100 for the full control effect; nearly all actives have a fitted effect of over 75% in size
# Target sequence (Q96KQ7 913-1193 limits assumed): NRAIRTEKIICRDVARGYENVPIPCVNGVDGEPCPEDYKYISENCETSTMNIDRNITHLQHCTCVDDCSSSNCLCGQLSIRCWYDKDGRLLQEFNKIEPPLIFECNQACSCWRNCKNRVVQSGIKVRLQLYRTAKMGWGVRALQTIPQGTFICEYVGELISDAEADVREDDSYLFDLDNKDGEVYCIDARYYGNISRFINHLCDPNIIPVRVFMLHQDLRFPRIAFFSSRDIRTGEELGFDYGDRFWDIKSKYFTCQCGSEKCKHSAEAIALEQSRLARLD
#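 Methyltransferase reactions run at room temperature for 2 h (20 nM enzyme, 500 nM biotin-H3K9 peptide, 20 uM SAM) after a 15 min compound preincubation; product detected by AlphaScreen beads and anti-H3K9me1 antibody.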
# BLM helicase inh = Bloom syndrome helicase (human) inhibition | recombinant BLM DNA unwinding, fluorescence dequenching | Potency, µM (doses to about 56.1 µM), for inactives: at the highest dose activity change, negative = inhibition, hits mostly inhibitors | 350,000 tested, 0.2% active;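 also: plate controls were vehicle for no effect and no enzyme for full effect; nearly all actives have a fitted effect of over 35% in size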
# * hit, by the source's call; ? = inconclusive; . = no result given; [ ] = remark or other dose. Calls follow the shape of the dose curve; as a rule, active = well fitted curve in the direction sought with a large enough effect; inconclusive = small, poorly fitted or top-dose-only effect, or another doubt; inactive = no such curve, though single readings can be large; an effect the other way counts as inactive or inconclusive. Potency is read from the fitted curve at half-maximal effect.
mol | BLM helicase inh | Pol eta inh | POLI inh | POLK inh | G9a block | POLB inh | BAZ2B inh | Anesthetic bind | APE1 inh
COc1ccc(CCNC(=O)C(C)n2c(=O)cc(-c3ccccc3)c3c(C)nn(C)c32)cc1OC (stereo unspecified) | -9% | -19% | 7% | -4% | -1%[59 µM] | 0% | -18% | -10% | .
COC(=O)c1ccc(C)c(NC(=O)CSc2sc3c(O)cc(=O)[nH]c3c2C#N)c1 | ? | 10µM* | 13µM* | 22µM* | ? | 35µM* | 50µM* | -7% | 16%[12.4 µM]
O=c1c(Cc2ccc(Cl)cc2)c(O)ccn1Cc1cccs1 | -1% | -2% | -12% | -12% | -3% | -10% | -2% | -7% | -2%
COc1cccc(CNC(=O)C2CCN(S(=O)(=O)c3ccc4c(c3)CCCN4C(C)=O)CC2)c1 | 3% | -18% | 28% | -2%[60.1 µM] | 3%[59 µM] | -19% | 2% | 2% | .
CCOC(=O)Cn1c(-c2cccnc2)nc(-c2ccccc2)c1-c1ccccc1 | -7% | -15% | 33%[activator] | -5% | ? | -3% | -37% | -7% | 20%
Cc1ccc(C2=NN(CCC(=O)NCc3ccc4c(c3)OCO4)C(=O)CC2)cc1 | 3% | -9% | 18% | -21% | -9%[59 µM] | -25% | 0% | ? | 4%
COC(=O)Cc1csc(Nc2ccc(Cl)cc2)n1 | -5% | -18% | -9% | -14% | 4%[59 µM] | 14% | -9% | -6% | 11%
S=C(c1ccc(N2CCOCC2)cc1)N1CCCCC1 | 6% | 5% | -1% | -5% | -5%[59 µM] | 6% | 7% | -6% | 15%
CCCC1CCC(C(=O)Nn2c(C)nc3ccccc3c2=O)CC1 (stereo unspecified) | 1% | -15% | 10% | -1% | 1%[59 µM] | 19% | -5% | -4% | 6%
C#CCOCCOCCOCCNc1nc(N2CCN(C(=O)[C@H]([C@@H](C)CC)n3cc([C@@H](N)CC(C)C)nn3)CC2)nc(N2CCN(C(=O)[C@H](Cc3cc4ccccc4[nH]3)n3cc([C@@H](N)CC(C)C)nn3)CC2)n1 | 6% | . | . | . | ? | -3% | 56µM* | -18% | 1%
CCN(CC)S(=O)(=O)c1ccc2c(c1)N(CC(=O)NCc1ccc(F)cc1)C(=O)CO2 | -3% | . | -11% | 0% | -19%[59 µM] | 46% | -15% | -7% | .
NCCCCCCNc1nc2c(N)ncnc2n1[C@@H]1O[C@@H]2COP(=O)(O)O[C@H]2[C@H]1O | -1% | . | . | 13%[60.1 µM] | . | . | . | 0% | ?
CCOc1cc(CNC(=O)c2ccc3c(c2)NC(=O)C2CCCCN32)cc(OCC)c1OCC (stereo unspecified) | -2% | -12% | 19% | -1%[60.1 µM] | -2%[59 µM] | -28% | 4% | -5% | .
CCC(=O)Nc1cc(-c2nc3ccccc3s2)c(Cl)cc1Cl | -5% | -12% | 8% | -16% | -27%[59 µM] | 10% | ? | -6% | .
COc1ccccc1NC(=O)Cn1ccn(-c2cc(C)cc(C)c2)c(=O)c1=O | 0% | -26% | 35%[activator] | -8% | 5%[59 µM] | -27% | 1% | -23% | .
O=C(Nc1ccc(N2CCOCC2)c(C(=O)O)c1)c1ccc(Br)cc1 | -2% | 6% | -5% | 1%[60.1 µM] | -37%[59 µM] | -2% | ? | 0% | .
O=C(CSc1nnc(-c2ccc(S(=O)(=O)N3CCOCC3)cc2)o1)c1ccccc1F | -1% | -9% | 16% | -2% | -27% | 10% | -23% | -14% | -10%
COc1cc2[nH]c(=S)n(CC3CCCO3)c(=O)c2cc1OC (stereo unspecified) | 2% | -18% | 40%[activator] | -5% | ? | -16% | 3% | 3% | -1%
CC(=O)c1cccc(NC(=S)N2CCC(Cc3ccccc3)CC2)c1 | -10% | -12% | 19% | -3% | -36% | -7% | ? | ? | 12%
CCOc1ccccc1NC(=O)c1c(NC(=O)Cc2ccccc2)sc2c1CCCC2 | -4% | -19% | 29% | 3% | -41%[59 µM] | 16% | 1% | -15% | .
Cc1ccccc1N(C)C(=O)c1coc(=O)c2ccccc12 | 2% | 7% | -7% | -25% | -14% | 0% | -22% | -16% | 3%
CCOc1ccc(NC(=O)COC(=O)CC2CCCCC2)cc1 | . | -7% | 3% | -11% | ? | . | 1% | . | -10%
Cc1ccc(NS(=O)(=O)c2ccc3c(c2)NC(=O)C(C)C(=O)N3)cc1F (stereo unspecified) | -4% | -17% | 7% | ? | 0%[59 µM] | 0% | 4% | -5% | .
COc1ccccc1C(=O)NN1C(=O)/C(=C/c2cccn2C)SC1=S | 3% | . | . | . | . | 16% | 8.9µM* | -9% | 6%
O=C(O)c1cc(S(=O)(=O)Nc2ccc3cn[nH]c3c2)ccc1O | . | -15% | ? | -23% | ? | . | 1% | . | -9%

# Sorted by value in POLI inh (largest number first): 3 from the list above
smiles	POLI inh
CCC(=O)Nc1cc(-c2nc3ccccc3s2)c(Cl)cc1Cl	8%
S=C(c1ccc(N2CCOCC2)cc1)N1CCCCC1	-1%
Cc1ccccc1N(C)C(=O)c1coc(=O)c2ccccc12	-7%

# Next section
mol | BLM helicase inh | Pol eta inh | POLI inh | POLK inh | G9a block | POLB inh | BAZ2B inh | Anesthetic bind | APE1 inh
O=[N+]([O-])c1ccccc1/C=N/Nc1nc(N2CCCC2)nc(N2CCCC2)n1 | -17% | -22% | ? | -13% | -26% | -18% | -38% | ? | -12%
COC(=O)c1c(NC(=O)CCC(=O)O)sc(Cc2ccccc2)c1C | -1% | -32% | 18% | 8% | -25% | 8% | ? | 6% | 0%
O=C(OCCc1cc2ccccc2c(=O)o1)c1ccc(F)cc1 | . | -6% | -8% | -2% | 3%[0.501 µM] | . | 62%[activator] | . | -2%
NS(=O)(=O)c1ccc(CNC(=O)C(c2ccccc2)c2ccccc2)cc1 | -6% | -12% | 50%[activator] | 3% | -8% | ? | -1% | -7% | 4%
O=C(NC(=S)Nc1ccccc1[N+](=O)[O-])c1cncc(Br)c1 | -3% | -3% | 40%[activator] | 12% | 45µM* | 29% | -28% | -15% | -2%
CC(C)c1c(O)c2c(n(-c3ccccc3)c1=O)CCCC2 | 4% | -23% | 130%[activator] | -9% | 2%[59 µM] | 39%[activator] | -34% | -10% | 20%
Cc1cc(C)cc(OCC(=O)Nc2ccc3c(c2)OCO3)c1 | -13% | -11% | 35%[activator] | 3% | ? | 0% | -24% | -14% | 3%
CN(C)c1ccc(S(=O)(=O)N2CCCCC2)cc1NC(=O)C1=COCCO1 | -7% | -16% | 19% | -7% | 13% | 0% | -10% | -15% | -10%
Cc1ccc(C(=O)N/C(=C/c2ccco2)C(=O)NCCc2c[nH]c3ccccc23)cc1C | 3% | -1% | -2% | -5% | -22%[59 µM] | 11% | -25% | ? | -2%
CCN1C(=O)[C@@H]2[C@@H](c3ccc(-c4ccc(C(C)=O)cc4)c(OC)c3)N3CCC[C@@]3(C(=O)OC)[C@@H]2C1=O | . | -7% | ? | -10% | 5%[2.33 µM] | . | -34% | . | -14%
COc1ccc(-c2cc(=O)oc3cc(OCC(=O)NCc4ccccn4)ccc23)cc1 | 0% | -11% | -12% | -1% | 24% | -8% | -2% | -6% | 40%
O=C1CN(C(=O)COC(=O)c2cccc(Br)c2)c2ccccc2N1 | . | -11% | ? | -9% | -6%[12.7 µM] | . | 8% | . | 4%
O=C(NCc1ccccc1)c1ccc(NS(=O)(=O)c2cccs2)cc1 | . | -15% | 24% | -15% | -2%[59 µM] | . | 2% | . | 13%
CC(Sc1nc2c(c(=O)[nH]1)CCCC2)C(=O)Nc1cc(C(F)(F)F)ccc1Cl (stereo unspecified) | 2% | . | 5% | -2% | -36%[59 µM] | -2% | 0% | 0% | .
COc1ccc(CN2CC(=O)N(c3cc(Cl)ccc3OC)C2=S)cc1OC | -13% | -19% | 16% | 2% | ? | 5% | -23% | -13% | 12%
O=C(CSc1cccc2cccnc12)N/N=C/c1ccncc1 | 1% | 1% | ? | -8% | 19%[59 µM] | 28% | -18% | -2% | -2%
CCCCCCCCNc1nc(Cl)nc(NCc2ccco2)n1 | 3% | -20% | 203%[activator] | -4% | -2%[59 µM] | 2% | -8% | -7% | 5%
O=C(Nc1ccc(S(=O)(=O)N2CCOCC2)cc1)C1CC1 | -3% | -17% | -7% | -3% | ? | 10% | 2% | 2% | 31%
Cc1nn(Cc2ccccc2Cl)c(C)c1N | -2% | -3% | 1% | 0% | 3% | -9% | -8% | -19% | -5%
Cc1cccc(Nc2nc(-c3ccc(O)cc3O)cs2)n1 | -10% | -13% | 10% | -11% | 50µM* | ? | ? | ? | 42%
CN1CCN(C(=O)C2CCCN(S(=O)(=O)c3ccc(F)cc3)C2)CC1 (stereo unspecified) | -4% | -8% | 44%[activator] | 1% | 14µM* | 2% | 32µM* | -4% | 55%[activator]
COc1cccc(CC(=O)Nc2nc(-c3cc(OC)ccc3OC)cs2)c1 | -9% | ? | 56%[activator] | -2% | 10% | 1% | -19% | 66%[activator] | -6%
COc1ccc(CNC(=O)c2cnn(-c3ccc(OC)cc3)c2C2CCN(C(=O)OC(C)(C)C)CC2)cc1 | -3% | -21% | 5% | -2% | -26%[59 µM] | 1% | 2%[57.1 µM] | ? | .
Cc1ccc(C)c(NC(=O)CN(C)C(=O)c2cc([N+](=O)[O-])ccc2N2CCOCC2)c1 | . | -23% | 13% | -2% | 19%[2.33 µM] | . | 2% | . | 3%
CC1CCCN(S(=O)(=O)c2ccc(C(=O)Nc3nnc(C4=COCCO4)o3)cc2)C1 (stereo unspecified) | -9% | . | . | . | . | 37% | 79µM* | -3% | 6%
CCn1c(C)cc(C(=O)CN2C(=O)c3ccccc3S2(=O)=O)c1C | . | -18% | 14% | -19% | -2%[2.33 µM] | . | ? | . | 8%
COc1ccc(Cl)cc1N(CC(=O)N1CCCC1)S(C)(=O)=O | 2% | -12% | 20% | 7% | 23% | 22% | -4% | -7% | 16%
Cc1ccc(OCC(=O)Nc2ccc3nc(SCC(=O)N(C)c4ccccc4)sc3c2)cc1 | -7% | -17% | 12% | -8% | 3%[59 µM] | -1% | -20% | 51%[activator] | .

# A portion of the library. The share of hits here may be higher or lower than overall.
